BRCT inh red = BRCT-phosphoprotein interaction inhibition (red fluorophore); P38398; BRCT-phosphopeptide binding, red fluorescence polarization; Potency, µM (top dose mostly 76.9 µM), for the others: at the highest dose activity change, negative = inhibition, usual class: inhibitors; 75,000 tested, 0.03% active; AID 892
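Rhodamine-labelled pBACH1 10-mer (100 nM) bound to BRCT domain (100 nM) at pH 7.3; compounds incubated 12 min room temperature, polarization read. Free peptide defines full inhibition; unlabelled decapeptide titrated as control.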
BRCT PPI green = blocks human BRCA1 BRCT binding to phosphopeptide, green readout; P38398; BRCA1 BRCT-phosphopeptide binding, green fluorescence polarization; Potency, µM (top dose mostly 76.9 µM), without a hit: at the highest dose activity change, negative = inhibition, actives largely listed as inhibitors; 75,000 tested, 0.05% active; AID 875;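 further: potency means the concentration at half of the fitted maximal effect; plate controls were peptide without protein for full effect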
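Fluorescence polarization: His-tagged BRCT (~35 kDa BRCA1 C-terminus, 250 nM) bound to 100 nM fluorescein-labeled phosphorylated 10-aa BACH1 peptide, pH 7.3 phosphate buffer with DTT and Tween 20. Compounds incubated 12 min at room temperature; inhibition read as lowered polarization.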
ALOX15 inhib = inhibitors of human 15-lipoxygenase (ALOX15) | P16050 | purified 15hLO-1, xylenol orange hydroperoxide absorbance | Potency, µM (titrated, usually from 57.1 µM), for inactives: at the highest dose activity change, negative = inhibition, most hits filed as inhibitors | 74,000 tested, 1.4% active | AID 887; further: potency means the concentration at half of the fitted maximal effect; nearly all actives have a fitted effect of over 55% in size
Target sequence (P16050 whole entry, looked up): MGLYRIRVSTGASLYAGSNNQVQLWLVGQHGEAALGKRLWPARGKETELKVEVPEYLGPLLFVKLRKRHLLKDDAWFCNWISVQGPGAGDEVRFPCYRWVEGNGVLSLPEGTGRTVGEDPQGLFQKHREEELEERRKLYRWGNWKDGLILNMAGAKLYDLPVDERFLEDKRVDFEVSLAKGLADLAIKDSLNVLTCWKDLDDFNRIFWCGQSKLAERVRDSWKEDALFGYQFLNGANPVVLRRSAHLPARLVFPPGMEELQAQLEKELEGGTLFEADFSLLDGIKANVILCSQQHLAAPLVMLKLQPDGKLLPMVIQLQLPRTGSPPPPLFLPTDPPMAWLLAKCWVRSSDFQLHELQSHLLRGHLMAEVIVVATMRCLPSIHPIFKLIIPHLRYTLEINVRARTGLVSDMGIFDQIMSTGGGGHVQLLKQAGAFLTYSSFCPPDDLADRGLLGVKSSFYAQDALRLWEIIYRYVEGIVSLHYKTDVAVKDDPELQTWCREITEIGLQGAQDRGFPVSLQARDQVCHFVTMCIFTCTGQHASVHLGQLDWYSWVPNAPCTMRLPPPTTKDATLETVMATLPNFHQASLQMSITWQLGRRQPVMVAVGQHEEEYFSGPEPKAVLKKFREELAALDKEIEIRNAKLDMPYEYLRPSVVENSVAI
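Purified human 15hLO-1 (40 nM final) in 25 mM Hepes pH 7.5, 0.01% Triton X-100 was preincubated with compound 15 min at room temperature, then reacted 6 min with 50 uM arachidonic acid; hydroperoxide detected by Fe-XO, 573/405 nm absorbance ratio.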
Numbers without * were called inactive; u = inconclusive; & = joins results of further samples; [ ] = remark or other dose. The call rests on the fitted dose curve; in most records, active means well fitted inhibition curve with a large enough effect; inconclusive means small, poorly fitted or top-dose-only effect; inactive means no such curve, though single readings can be large or run the other way. Unless noted, on the % scale 0 is the no-effect control and ±100 the full control effect.

[1] COc1ccc2c(c1OC)C(Cc1ccccc1)N1CCc3cc4c(cc3C1=C2)OCO4 (stereo unspecified)
[2] COc1c2c(cc3occ(-c4ccc5c(c4)OCO5)c(=O)c13)OC(C)(C)C=C2
[3] CN1[C@@H]2CC[C@H]1CC(OC(=O)C(CO)c1ccccc1)C2 (stereo partly specified)
[4] CC(=O)c1cc2c(cc1NC(=O)CCn1cccc1)OCO2
[5] O=c1[nH]c(Nc2nc3ccccc3o2)nc2c1CCCC2
[6] OCc1ccccc1O[C@H]1OC(CO)C(O)C(O)C1O (stereo partly specified)
[7] COC1(C)CCC2OC2(C)CCC2C1CC2(C)C (stereo unspecified)
[8] OC[C@H]1O[C@@H](O[C@@H]2[C@@H](CO)O[C@](O)(CO)[C@H]2O)[C@H](O)[C@@H](O)[C@H]1O

Compound	1	2	3	4	5	6	7	8
BRCT inh red	-3.8%	0.8%	0.2%	0.2%	-1.2%	-0.1%	-0.2%	-1.1%
BRCT PPI green	-5.4%	-2.7%	0.3%	0.2%	-0.4%	-1.7%[3.08 µM]	0.1%	-4.2%
ALOX15 inhib	u	0%	2%[25.6 µM]	1%	15%	1%	-12%	-5%[25.6 µM]

[9] O=C(CN1CCN(S(=O)(=O)c2ccc(Br)cc2)CC1)Nc1ccc2c(c1)OCO2
[10] CNCc1ccccc1
[11] C#C[C@]1(O)CCC2C3CCC4=C(CCC(=O)C4)C3CC[C@@]21C (stereo partly specified)
[12] Nc1c(S(=O)(=O)c2ccccc2)c2nc3ccccc3nc2n1/N=C/c1ccco1
[13] Cc1cccn2c(=O)c3cc(C#N)c(=NC(=O)c4ccccc4)n(Cc4ccco4)c3nc12
[14] O=c1cc(-c2cc(O)c(O)c(O)c2)oc2cc(O)cc(O)c12
[15] O=C(OCc1nc2ccc(Cl)cc2n1CCO)c1ccc2c(c1)OCO2
[16] CCOC(=O)CC1=C(C(=O)OCC)C(c2ccc(OC)cc2OC)C(C#N)=C(N)O1 (stereo unspecified)

Compound	9	10	11	12	13	14	15	16
BRCT inh red	-1.5%	-6.8%	-1.5%	1.7%	-1.2%	0.4%	-0.2%	0.4%
BRCT PPI green	-1.7%	-2.7%[3.08 µM]	2.3%[3.08 µM]	9.0%	-3.7%	-1.4%	2.0%	4.0%
ALOX15 inhib	-4%	0%	u	-26%	-27%	2.5µM*	0%	-7%

[17] O=C1C=CC2=C3c4cc(O)c(O)cc4C[C@]3(O)COC2=C1
[18] CC(C(=O)N1CCCCC1)n1ncn2cccc2c1=O (stereo unspecified)
[19] NCC1CCCCC1CC(=O)O (stereo unspecified)
[20] CC(C)CCCC(C)C1CCC2C3CC(=O)[C@H]4CC(O)CC[C@]4(C)C3CC[C@@]12C (stereo partly specified)
[21] C[N+]1(C)C2CCC1CC(OC(=O)C(O)c1ccccc1)C2 (stereo unspecified)
[22] COc1ccc2cc1Oc1ccc(cc1)C[C@H]1c3cc(c(OC)cc3CCN1C)Oc1c(OC)c(OC)cc3c1[C@H](C2)N(C)CC3
[23] NCC1O[C@@H](O[C@H]2C(O)C(O[C@@H]3C(O[C@H]4OC(CO)C(O)C(O)C4N)C(N)CC(N)[C@H]3O)O[C@@H]2CO)C(N)C(O)C1O (stereo partly specified)
[24] COC1C(O)C(CO)OC1n1c(Br)nc2c(=O)[nH]c(N)nc21 (stereo unspecified)

Compound	17	18	19	20	21	22	23	24
BRCT inh red	-10%	-0.6%	-1.9%	0.7%	-1.9%	1.6%	0.8%	1.3%
BRCT PPI green	-0.6%[3.08 µM]	-2.2%	0.3%[3.08 µM]	1.0%	-0.9%[3.08 µM]	-0.8%	-2.5%[3.08 µM]	-0.4%
ALOX15 inhib	-24%	-6%	0%	-21%	-4%	-2%[25.6 µM]	19%	-9%

Single records (already shown). Values in the order: BRCT inh red | BRCT PPI green | ALOX15 inhib
COc1ccc2cc1Oc1ccc(cc1)C[C@H]1c3cc(c(OC)cc3CCN1C)Oc1c(OC)c(OC)cc3c1[C@H](C2)N(C)CC3 is listed as 1.6% | -0.8% | -2%[25.6 µM]
NCC1O[C@@H](O[C@H]2C(O)C(O[C@@H]3C(O[C@H]4OC(CO)C(O)C(O)C4N)C(N)CC(N)[C@H]3O)O[C@@H]2CO)C(N)C(O)C1O (stereo partly specified) is listed as 0.8% | -2.5%[3.08 µM] | 19%
C[N+]1(C)C2CCC1CC(OC(=O)C(O)c1ccccc1)C2 (stereo unspecified) is listed as -1.9% | -0.9%[3.08 µM] | -4%
COC1C(O)C(CO)OC1n1c(Br)nc2c(=O)[nH]c(N)nc21 (stereo unspecified) is listed as 1.3% | -0.4% | -9%

Going on with the list:
[25] COC(=O)CC1C(C)(C)C(O)C2CC3=C4C=C(OC)OC(c5ccoc5)[C@]4(C)CCC3[C@@]1(C)C2=O (stereo partly specified)
[26] Nc1nc2[nH]c(=O)[nH]c2c(=O)[nH]1
[27] CC(=O)Oc1ccccc1-c1nc(C)nc(N(C)C(C)=O)n1
[28] C[C@]12CCC(=O)C=C1CCC1C2C(=O)C[C@]2(C)C1CC[C@]2(O)C(=O)CO (stereo partly specified)
[29] O=c1ccn(C2OC(COP(=O)(O)OP(=O)(O)OP(=O)(O)O)C(O)C2O)c(=O)[nH]1 (stereo unspecified)
[30] O=S(=O)(NCc1cccnc1)c1ccc(Cl)c(Cl)c1
[31] CC[C@H]1OC(=O)[C@H](C)[C@@H](O[C@H]2C[C@@](C)(OC)[C@@H](O)[C@H](C)O2)C(C)[C@@H](O[C@@H]2O[C@H](C)C[C@H](N(C)C)[C@@H]2O)[C@](C)(OC)C[C@@H](C)C(=O)[C@H](C)[C@@H](O)[C@]1(C)O (stereo partly specified)
[32] Cc1c(C(=O)N2CC(C)OC(C)C2)oc2ccccc12 (stereo unspecified)

Compound	25	26	27	28	29	30	31	32
BRCT inh red	-1.5%	-0.4%	0.1%	1.7%	0.6%	-0.7%	-2.6%	-0.8%
BRCT PPI green	-2.1%[3.08 µM]	-1.2%	-0.8%	-1.7%	0.0%	-2.3%	-1.9%[3.08 µM]	-1.3%
ALOX15 inhib	0%	-3%	-1%	9%	7%	-12%	-5%	3%

[33] CC(=O)O[C@](C)(CCC=C(C)C)C1CC=C(C)CC1 (stereo partly specified)
[34] COc1cc(NS(C)(=O)=O)ccc1Cc1c2ccccc2nc2ccccc12
[35] CCOC(=O)c1c(C)n(CC(COC(C)=O)OC(C)=O)c2ccc(OC(C)=O)cc12 (stereo unspecified)
[36] CC(C)CCCC(C)C1CCC2C3CC(O)[C@@]4(O)CC(O)CC[C@@]4(C)C3CC[C@@]12C (stereo partly specified)
[37] O=C(/C=C/c1ccccc1)c1ccc(O[C@H]2OC(CO)C(O)C(O)C2O)cc1O (stereo partly specified)
[38] N#Cc1cnn(-c2nc(SCc3ccccc3)nc3sc4c(c23)CCCC4)c1N
[39] COc1ccc(-c2coc3c(OC)c(OC)cc(O)c3c2=O)cc1
[40] CC1(C)SC2C(NC(=O)Cc3ccccc3)C(=O)N2C1C(=O)O (stereo unspecified)

Compound	33	34	35	36	37	38	39	40
BRCT inh red	0.6%	0.3%	0.4%	-0.9%	0.2%	-1.6%	0.3%	-1.8%
BRCT PPI green	-1.8%	-2.4%	-1.1%	9.3%	0.1%[3.08 µM]	1.7%	-0.7%[3.08 µM]	-3.8%[3.08 µM]
ALOX15 inhib	13µM*	-1%	-2%	-4%	-4%	-12%	-5%	3%

[41] COc1ccc2c(=O)c(CC(=O)O)coc2c1
[42] O=C(CCn1cccc1)Nc1nccs1
[43] CC(C(=O)O)c1ccc2c(c1)[nH]c1ccc(Cl)cc12 (stereo unspecified)
[44] CC1=C(CCC(=O)O)c2cc3nc(cc4[nH]c(cc5[nH]c(cc1n2)c(C)c5C(C)O)c(C)c4C(C)O)C(C)=C3CCC(=O)O (stereo unspecified)
[45] COC(=O)c1ccc(/C=N\n2c(C)nnc2C)cc1
[46] Cc1nn(-c2ccccc2)c2c1C(c1ccncc1)C(C#N)=C(N)O2 (stereo unspecified)
[47] CC(C)=CCc1c(O)cc2oc(C)cc(=O)c2c1O
[48] O=C(Cc1c(F)cccc1Cl)c1ccc(O)cc1O

Compound	41	42	43	44	45	46	47	48
BRCT inh red	0.5%	1.4%	-0.1%	-6.6%	0.2%	-4.5%	-1.4%	-2.7%
BRCT PPI green	-1.8%[3.08 µM]	-1.6%	-0.9%[3.08 µM]	-2.8%	-1.5%	-0.9%	-0.2%[3.08 µM]	-9.4%
ALOX15 inhib	1%	1%	-3%	-14%	-2%	-10%	-8%	-9%

[49] CCN(CC)CCCC(C)Nc1c2ccc(Cl)cc2nc2ccc(OC)cc12 (stereo unspecified)
[50] COc1ccc(C2OC3C(CO)OC(n4cnc5c(=O)[nH]c(N)nc54)C3O2)cc1 (stereo unspecified)
[51] COCCCNCCOCCOc1c(OC)cccc1OC
[52] CCCN1C[C@H](CSC)C[C@@H]2c3cccc4[nH]cc(c34)C[C@H]21
[53] CCOc1ccc(NS(=O)(=O)c2ccc(C)c(C(=O)O)c2)cc1
[54] CC(C)NCC(O)c1ccc2ccccc2c1 (stereo unspecified)
[55] C=CCNS(=O)(=O)c1ccc2nsnc2c1
[56] CC(C)C1=CC2=CC[C@@H]3[C@](C)(CO)CCC[C@]3(C)C2CC1 (stereo partly specified)

Compound	49	50	51	52	53	54	55	56
BRCT inh red	-0.2%	0.3%	-0.2%	0.4%	1.0%	0.5%	0.2%	1.3%
BRCT PPI green	-9.7%[3.08 µM]	0.7%	-1.6%	-1.9%	-1.0%	0.0%[3.08 µM]	-2.9%	0.6%
ALOX15 inhib	u	0%	5%	8%[25.6 µM]	-1%	4%	-1%	1.6µM*

[57] CCOc1cccc(-c2nnc3n2N=C(c2cc(OC)ccc2OC)CS3)c1
[58] COc1ccc(C2C(=O)c3ccccc3C2=O)cc1
[59] COc1ccc(-c2cc(=O)c3ccccc3o2)cc1OC
[60] CC(CCC(=O)O)C1CCC2C3C(O)C[C@@H]4CC(O)CC[C@@]4(C)C3CC(O)[C@]12C (stereo partly specified)
[61] Cc1occc1C(=O)N1CCN(C(=O)C2CCCO2)CC1 (stereo unspecified)
[62] Cc1nn(C(C)C(=O)N2CCCCC2)c(=O)c2c1sc1ccccc12 (stereo unspecified)
[63] Oc1cccc(/C=N/c2c(-c3ccco3)nc3ccccn23)c1
[64] CCCCCN=C(N)N/N=C/c1c[nH]c2ccc(OC)cc12

Compound	57	58	59	60	61	62	63	64
BRCT inh red	0.1%	-1.0%	-12%	-5.3%	0.9%	0.1%	-1.7%	-0.2%&-0.5%
BRCT PPI green	1.7%	1.9%[3.08 µM]	-1.3%	2.5%	-1.7%	-0.8%	-2.7%	-0.6%&-0.1%[3.08 µM]
ALOX15 inhib	u	-11%	-8%	0%	10%	-1%	u	3%&0%

[65] COC(=O)CCC(=O)Nc1ccc(NC(=O)CCC(=O)OC)cc1
[66] CCCCCC(C)N (stereo unspecified)
[67] COc1cc2c(cc1OC)-c1nnc(C)n1C(C)(C)C2
[68] N[C@H](Cc1c[nH]c2ccccc12)C(=O)O
[69] NC(CCC(=O)NC(CCSC(CC(=O)O)C(=O)O)C(=O)NCC(=O)O)C(=O)O (stereo unspecified)
[70] COC(=O)C1C(O)CC[C@H]2CN3CCc4c([nH]c5ccccc45)C3C[C@H]12 (stereo partly specified)
[71] C[C@@]12C(=O)OC(=O)[C@@]1(C)C1CCC2O1
[72] CC(=O)c1ccc[nH]1

Compound	65	66	67	68	69	70	71	72
BRCT inh red	-5.5%	0.1%	1.4%	0.8%	-0.5%	1.2%	-0.3%	0.2%
BRCT PPI green	-3.3%	0.6%[3.08 µM]	-2.4%	-1.2%	-1.8%	4.0%	-0.1%	-3.1%
ALOX15 inhib	2%	9%	-2%	-6%	4%	u	-5%	-4%

[73] CN1CCN(C(=O)CCCOc2ccc(Cl)cc2Cl)CC1
[74] Cc1ccc(S(=O)(=O)NC(=O)NN2CC3CCCC3C2)cc1 (stereo unspecified)
[75] COc1ccccc1CNC(=O)Nc1cccs1
[76] C=C1CCC(OC(C)=O)/C(C)=C/CC2[C@H]1CC2(C)C (stereo partly specified)
[77] COc1cccc(/C=C/C(=O)O)c1C(C)C

Compound	73	74	75	76	77
BRCT inh red	-0.1%	-6.0%&0.4%	0.0%	0.2%	0.0%
BRCT PPI green	0.5%	-2.6%	1.5%	0.4%	-1.6%[3.08 µM]
ALOX15 inhib	-14%	-5%&-2%	13µM*	-9%	12%

Source: PubChem BioAssay (National Center for Advancing Translational Sciences (NCATS))

Not all compounds are listed; rates above refer to the full screens.
